CendR NRP1 mod: modulators of CendR peptide binding to NRP-1, primary screen, biochemical, fluorescence polarization, uHTS; Neuropilin-1 (Homo sapiens), O14786; 0.85% of 360,000 active; FAM-RPARPAR peptide binding to NRP-1; inhibition, % at 25 µM;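 active = inhibition or corrected inhibition above about 18%, plus a signal ratio from 0.5 to 1.5, limit read from the data, passing the limit was not always enough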; also: strong numbers were not always called active
Target sequence (O14786 whole entry, looked up): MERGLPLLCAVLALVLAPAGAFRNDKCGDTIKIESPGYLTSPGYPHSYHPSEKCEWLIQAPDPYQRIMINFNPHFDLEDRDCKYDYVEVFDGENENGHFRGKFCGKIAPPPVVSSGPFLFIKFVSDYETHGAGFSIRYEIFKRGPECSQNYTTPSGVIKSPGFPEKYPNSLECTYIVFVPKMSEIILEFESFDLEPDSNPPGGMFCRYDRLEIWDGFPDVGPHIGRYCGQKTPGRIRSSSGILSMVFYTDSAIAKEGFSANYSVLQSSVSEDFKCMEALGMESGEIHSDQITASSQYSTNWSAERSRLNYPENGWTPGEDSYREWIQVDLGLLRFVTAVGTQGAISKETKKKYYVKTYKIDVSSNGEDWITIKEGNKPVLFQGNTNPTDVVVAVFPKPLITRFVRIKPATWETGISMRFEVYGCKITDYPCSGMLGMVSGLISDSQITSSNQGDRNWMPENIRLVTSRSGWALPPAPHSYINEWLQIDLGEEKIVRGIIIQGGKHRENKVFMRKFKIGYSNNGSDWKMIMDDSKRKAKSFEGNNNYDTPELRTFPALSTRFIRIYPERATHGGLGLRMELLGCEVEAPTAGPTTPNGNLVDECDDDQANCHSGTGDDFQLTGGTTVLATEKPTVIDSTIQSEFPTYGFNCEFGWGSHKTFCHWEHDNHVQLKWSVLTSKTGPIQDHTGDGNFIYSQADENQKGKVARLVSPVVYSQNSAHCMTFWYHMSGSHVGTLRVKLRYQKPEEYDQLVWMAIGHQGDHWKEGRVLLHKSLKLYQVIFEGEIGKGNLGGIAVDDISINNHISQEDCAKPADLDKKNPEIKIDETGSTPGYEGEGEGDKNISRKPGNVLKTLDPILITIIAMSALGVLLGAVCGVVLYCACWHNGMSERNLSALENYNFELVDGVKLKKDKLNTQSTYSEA
Scp-1 inhibitor: Scp-1 phosphatase inhibitors, primary screen, biochemical, colorimetric, uHTS | 0.88% of 340,000 active | Recombinant Scp1, phosphopeptide, malachite green phosphate absorbance | inhibition, % at 20 µM;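 active = inhibition above about 50% at 20 µM, limit read from the data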;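 also: plate controls were DMSO wells with enzyme for no effect and wells lacking enzyme for full effect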
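assay system = SCP-1 phosphatase catalytic domain, residues 76-261 | buffer or medium = 50 mM Tris acetate pH 5.5, 0.005% Tween-20, 10 mM MgCl2 | incubation = enzyme reaction 45 min at room temperature, colour 5 min, stabilisation 30 min | signal = Phosphate-binding colour reagent, absorbance read at 630 nm | measure = % inhibition at 20 µM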
DNMT1 inh: human DNMT1 methyltransferase inhibitors, primary screen, biochemical, molecular beacon, fluorescence, HinP1I cleavage, uHTS; inhibition (reported as % activation of signal), % at 10 µM; 0.83% of 360,000 active; in the data active = inhibition above about 50%
Neddylation inh: inhibitors of cullin neddylation, primary screen, biochemical, TR-FRET, uHTS, NAE and Ubc12; calls only at 25 µM; NEDD8-conjugating enzyme Ubc12 (Homo sapiens) + NEDD8-activating enzyme E1 regulatory …; 0.58% of 360,000 active; in the data active = inhibition above about 36%
LMPTP block: LMPTP phosphatase inhibitors, primary screen, biochemical, fluorescence intensity, uHTS; recombinant LMPTP-A, OMFP fluorogenic substrate; inhibition, % at 20 µM; 0.22% of 360,000 active;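 active = compounds that cut the enzyme signal by at least half of the control window in the single-dose screen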;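 also: plate controls were DMSO wells with enzyme plus substrate for no effect and substrate without enzyme for full effect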
Target sequence (P24666 whole entry, looked up): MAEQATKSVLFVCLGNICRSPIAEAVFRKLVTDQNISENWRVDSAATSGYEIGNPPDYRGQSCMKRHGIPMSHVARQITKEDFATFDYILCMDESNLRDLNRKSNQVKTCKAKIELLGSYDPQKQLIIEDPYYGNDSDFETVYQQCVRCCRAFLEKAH
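Assay system: LMPTP-A phosphatase enzyme | Input: 0.625 nM enzyme | Also added: Fluorogenic phosphatase substrate OMFP at 400 µM final | Compound dosing: One test concentration per compound, 20 µM, with 3% DMSO overall | Schedule: 50 min enzyme reaction at room temperature, protected from light | Signal: Fluorescence intensity | Benchmarks: no-enzyme and uninhibited controls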
SKN-1 inh: suppressors of acrylamide-induced Pgst-4::GFP reporter in worms, primary screen, SKN-1 inhibitor project, whole organism, uHTS, GFP/RFP fluorescence ratio, strain VP596; C. elegans VP596 Pgst-4::GFP/RFP ratio, 24 h; inhibition, % at 21.8 µM; 0.49% of 360,000 active; AID 624304, 2012;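 active = interference check ratio from 0.5 to 1.5 plus GFP to RFP signal ratio inhibition reaching or exceeding a fixed threshold, cut at about 30% in these data, passing the limit was not always enough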; also: some compounds called inactive have numbers as strong as hits
SUMO1 PPI mod: modulators of SUMO1 protein-protein interactions, primary screen, biochemical, uHTS; inhibition, % at 20 µM; SUMO1 binding to a labelled peptide, TR-FRET, 1 h; Small ubiquitin-related modifier 1 (Homo sapiens), P63165; 0.33% of 360,000 active; in the data active = inhibition above about 37%
TbMetRS inhib: T. brucei MetRS inhibitors, primary screen, biochemical, luminescence | methionyl-tRNA synthetase (Trypanosoma brucei brucei) | AID 624268, 2012 | 0.4% of 360,000 active | purified T. brucei MetRS, ATP depletion, Kinase-Glo luminescence | inhibition, % at 11.9 µM;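 active = inhibition above a per-plate cutoff of the control wells' mean inhibition plus 3 SD, cut at about 5.5% in these data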;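 also: 0% = DMSO wells median and 100% = median of wells with control inhibitor compound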
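assay system = parasite MetRS enzyme | timing = 15 min preincubation, 2 h reaction, all 25 °C | evaluation = percent inhibition relative to median high and low control wells | medium = HEPES buffer containing pyrophosphatase, BSA, spermine, DTT | compound = single dose, 11.9 µM final nominal, 0.9% final DMSO | detection = Kinase-Glo luminescence, ATP depletion format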
STEP inh: STEP phosphatase inhibitors, primary screen, biochemical, fluorescence intensity, uHTS | Tyrosine-protein phosphatase non-receptor type 5 (Homo sapiens), P54829 | recombinant STEP, OMFP fluorogenic substrate | inhibition, % at 20 µM | 0.25% of 360,000 active | AID 588621, 2011;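 active = inhibition at 20 µM, scaled per plate between control wells, above about 37%, limit read from the data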;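 also: 0% = DMSO with enzyme and substrate and 100% = substrate only without enzyme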
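Test system: STEP tyrosine phosphatase / Reagent: OMFP at 25 µM / Doses: 20 µM, 1% DMSO / Read-out: percent inhibition scaled to no-enzyme and uninhibited-enzyme controls, plate-pattern corrected / Detection: FITC-channel fluorescence of OMFP product / Medium: Bis-Tris buffer pH 6.0, 2.5 mM DTT, 0.005% Tween 20 / Schedule: 20 min at room temperature, dark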
NadD inh: inhibitors of S. aureus NadD, primary screen, biochemical, colorimetric, uHTS. Nicotinate-nucleotide adenylyltransferase NadD (Staphylococcus aureus N315). purified NadD enzyme, colorimetric absorbance read-out. inhibition, % at 20 µM. 0.78% of 360,000 active. AID 602399, 2012; in the data active = inhibition above about 26%; also: some compounds past the cut are filed as inactive
* = called active by the depositor; i = inactive; . = not tested or not shown.

SMILES	CendR NRP1 mod	Scp-1 inhibitor	DNMT1 inh	Neddylation inh	LMPTP block	SKN-1 inh	SUMO1 PPI mod	TbMetRS inhib	STEP inh	NadD inh
CCn1c(-c2ccccc2Cl)nn(CC(=O)Nc2ccccc2C)c1=S	-3.5	1.0	0.5	i	-2.1	6.3	-0.6	-0.5	0.8	2.0
c1ccc(C(c2ccccc2)N2CCN(C(c3ccccn3)c3nnnn3C3CCCC3)CC2)cc1 (stereo unspecified)	-5.8	-2.6	2.2	i	0.2	-1.2	-1.3	-0.4	-1.1	-3.3
Cc1onc(-c2ccccc2)c1C(=O)Nc1ncc([N+](=O)[O-])s1	-1.4	-4.9	1.9	i	0.4	4.4	-17.8	-0.3	-4.4	1.2
CCOC(=O)/C(C#N)=C/c1cn(CCC(=O)O)nc1-c1ccccc1	-4.4	-4.8	0.4	i	-1.1	-9.1	-11.6	0.3	1.6	-3.8
O=C(NC(=S)NNC(=O)c1cccs1)c1ccccc1	10.6	-2.0	0.5	i	2.0	-3.5	-1.6	0.4	1.0	-4.2
CN1CCN(C(c2ccc(F)cc2)c2nnnn2Cc2cccs2)CC1 (stereo unspecified)	7.9	0.7	1.7	i	-4.7	4.8	-0.1	-0.5	-4.1	4.6
Cc1cc(C)nc(SCc2ccc(C(=O)N/N=C/C3CCCCC3)cc2)n1	-14.4	-3.2	-1.2	i	-0.6	5.6	-22.8	0.0	-1.6	4.4
COc1ccc(S(=O)(=O)N2CCC(NC(=O)C(Cc3cccc(OC)c3OC)NC(C)=O)CC2)cc1 (stereo unspecified)	1.3	-10.3	-0.6	i	-1.3	-2.4	-0.2	-0.7	-0.4	-3.4
CC(C)N(O)C(=O)NC(C)(C)C	-8.6	4.6	1.9	i	0.4	14.2	1.3	-0.8	-2.0	-1.2
CCOc1cc(/C=C2\NC(=S)N(c3c(C)n(C)n(-c4ccccc4)c3=O)C2=O)ccc1O	-111.4	-6.8	2.8	i	0.4	9.1	-43.1	0.0	-1.4	-3.4
O=C(Nc1cccc([N+](=O)[O-])c1)N1CCc2ccccc2C1	0.2	2.4	0.1	i	1.8	-20.4	-25.3	7.1*	3.1	-1.9
CC1CCN(CCNC(=O)C2CCCN(S(=O)(=O)c3cccc4nonc34)C2)CC1 (stereo unspecified)	10.0	-7.1	-3.8	i	0.2	-0.6	-20.4	-1.2	5.7	-4.6
NC1=NC(=O)/C(=C/c2cc(Br)c(O)c(Br)c2)S1	-156.4	8.4	2.5	i	-6.8	0.9	-13.0	0.1	3.2	-4.7
CC(=O)NC1=C(NC2CCS(=O)(=O)C2)C(=O)c2ccccc2C1=O (stereo unspecified)	2.4	-7.6	-19.6	i	-0.5	5.5	-27.9	0.0	3.5	2.7
Nc1ccc(NC2C[C@@H](C(=O)O)NC2=O)cc1 (stereo partly specified)	3.1	-3.7	-0.3	i	-2.2	6.0	-1.0	-0.3	-2.6	-4.2
CCN(CC)CCCNc1nc(N)c([N+](=O)[O-])c(N2CCCCCC2)n1	4.8	-9.1	1.8	i	-3.1	-7.8	-9.1	-0.8	-2.9	-5.0
CCOC(=O)C(C)N1C(=O)S/C(=C\c2ccc(-c3ccccc3C(=O)O)o2)C1=O (stereo unspecified)	-29.4	51.9*	100.4*	.	5.9	11.1	46.5*	-0.6	26.3	-1.1
Fc1ccc2cc(CCO[C@H]3CCCCO3)ncc2c1	0.8	-0.5	5.4	i	-1.9	-5.2	-4.4	-0.3	0.3	-1.8
O=S1(=O)CCC(NC(=S)NCCNC(=S)NC2CCS(=O)(=O)C2)C1 (stereo unspecified)	-1.4	-3.9	0.0	i	-1.0	-3.4	1.6	0.0	23.0	-0.8
O=C(NCc1ccccc1)C1=C[C@@H](c2ccc3c(c2)OCO3)C[C@@H](OCc2ccc(CO)cc2)O1	10.0	-4.4	-3.8	i	2.9	-3.5	1.3	0.2	0.4	-4.8
COc1ccc(C(=O)NCc2nnc(SCC(=O)Nc3cccc(C(F)(F)F)c3)o2)cc1OC	18.6	-9.7	-4.4	i	0.2	11.1	-0.8	0.2	-4.5	1.5
COc1ccc(S(=O)(=O)NCCC(=O)N2CCCN(C)CC2)cc1	4.3	-10.2	-1.2	i	-1.2	-0.7	-1.6	-0.1	-2.9	-1.4
O=c1oc(-c2ccccc2NS(=O)(=O)c2ccc3ccccc3c2)nc2ccccc12	-8.5	-4.9	-2.3	i	0.6	10.5	-2.6	1.7	-0.8	11.2
Cc1ccc(C)c(OCC(=O)NNC(=O)c2ccc(NC(=O)C3CC3)cc2)c1	10.3	-1.8	-0.5	i	-1.1	5.3	4.4	-0.2	-2.6	-3.9
CC1=NN(c2ccc(C)c(C)c2)C(=O)/C1=C/c1ccc2c(c1)n(C)c(=O)n2C	4.0	-0.8	-11.6	i	-0.5	0.6	10.9	0.1	1.0	-2.8
(listing goes on)
SMILES	CendR NRP1 mod	Scp-1 inhibitor	DNMT1 inh	Neddylation inh	LMPTP block	SKN-1 inh	SUMO1 PPI mod	TbMetRS inhib	STEP inh	NadD inh
Cc1ccc(-n2ncc3c2CCCC3NC(=O)CCc2cnn(C)c2)cc1C (stereo unspecified)	2.6	-9.5	0.9	i	-0.3	-12.5	1.4	-0.4	-0.5	5.1
Cc1onc(-c2ccccc2Cl)c1C(=O)OCC(=O)N1CCCc2ccccc21	-4.6	-13.5	-5.3	i	1.0	-25.2	4.0	-0.1	3.9	-8.3
COCCNC(=O)CN(C(=O)Cn1nnc2ccccc21)c1cccc(C)c1C	1.5	-4.4	1.6	i	0.2	-0.9	0.9	3.0	0.4	3.2
COc1ccc(C(=O)N/C(=C\c2ccc(OC)c(OC)c2)C(=O)N2CCCCC2)cc1	3.7	-4.8	1.4	i	-0.9	-1.1	1.2	0.2	1.2	6.0
Cn1c(SCc2ccccn2)nnc1-c1ccncc1	2.0	-8.4	-3.2	i	-1.5	-16.9	1.9	0.2	-1.9	-3.0
CC1SCC(NC(=O)c2ccccc2Cl)CS1 (stereo unspecified)	1.9	8.2	-2.0	i	-0.1	-3.6	8.8	0.1	-2.3	3.4
CCCCOc1ccc(-c2c(C(=O)Nc3ccccc3)c(C)[nH]c(=S)c2C#N)cc1	-6.4	-8.0	36.0	i	0.5	18.3	-1.2	0.8	-0.8	23.1
CCOc1ccc(NC(=O)CSc2ccc(-c3ccccn3)nn2)cc1	3.0	-4.9	1.3	i	-2.2	-11.4	0.4	0.3	-7.3	2.8
CSc1cccc(NC(=O)CN(C)S(=O)(=O)c2ccc(C)cc2)c1	2.6	-6.4	-0.3	i	-0.6	-1.4	-2.4	0.3	-0.7	0.2
N#Cc1ccccc1	4.9	5.7	3.8	i	-0.6	10.7	-3.6	-0.1	-2.2	2.3
CC(=O)Nc1ccc(CN2CCN(C3CCCC3)C(CCO)C2)cc1 (stereo unspecified)	2.9	8.7	-1.1	i	-0.3	2.5	-0.4	-1.0	-7.8	-5.6
Cc1ccnc(NS(=O)(=O)c2ccc(NC(=O)C(C)(C)C)cc2)n1	1.7	-7.4	0.9	i	-1.1	-12.8	-2.2	-0.5	-1.5	-4.4
O=C(CCS(=O)(=O)c1ccccc1)N1CCCc2ccccc21	14.1	-5.1	4.4	i	-1.1	3.6	0.9	0.2	5.7	0.0
COc1ccccc1COC(=O)CN1C(=O)NC2(CCCCC2C)C1=O (stereo unspecified)	2.9	-5.8	0.3	i	-0.2	2.9	6.1	-0.3	-2.3	-8.9
COc1ccc(Cl)c2sc(N3CCN(C(C)=O)CC3)nc12	6.6	-6.2	1.5	i	2.1	14.8	1.9	-0.1	1.4	-1.9
Oc1[nH]c2ccccc2c1/C=N/c1nccs1	-53.0	-11.9	-0.8	i	-1.3	5.2	-14.7	-1.2	1.5	6.1
Clc1cc(Br)ccc1OCCn1ccnc1	-3.5	-10.2	0.5	i	0.6	-18.3	-1.3	0.2	-0.6	2.0
CCN1C(=O)c2ccccc2Sc2ccc(C(=O)NCCC(C)C)cc21	9.1	-3.0	2.1	i	0.5	16.3	-7.0	-0.4	0.3	-12.6
NC(Cc1ccc2nsnc2c1)C(=O)O (stereo unspecified)	-5.3	6.9	-1.6	i	-1.5	4.1	-15.6	-0.3	14.0	-1.9

Compound profiles, from the list above. Screens in order: CendR NRP1 mod	Scp-1 inhibitor	DNMT1 inh	Neddylation inh	LMPTP block	SKN-1 inh	SUMO1 PPI mod	TbMetRS inhib	STEP inh	NadD inh
CCOc1ccc(NC(=O)CSc2ccc(-c3ccccn3)nn2)cc1 as listed: 3.0	-4.9	1.3	i	-2.2	-11.4	0.4	0.3	-7.3	2.8
Clc1cc(Br)ccc1OCCn1ccnc1 as listed: -3.5	-10.2	0.5	i	0.6	-18.3	-1.3	0.2	-0.6	2.0

Sorted by length of the SMILES (smallest number first): part of the list above
SMILES	CendR NRP1 mod	Scp-1 inhibitor	DNMT1 inh	Neddylation inh	LMPTP block	SKN-1 inh	SUMO1 PPI mod	TbMetRS inhib	STEP inh	NadD inh
N#Cc1ccccc1	4.9	5.7	3.8	i	-0.6	10.7	-3.6	-0.1	-2.2	2.3
NC(Cc1ccc2nsnc2c1)C(=O)O (stereo unspecified)	-5.3	6.9	-1.6	i	-1.5	4.1	-15.6	-0.3	14.0	-1.9
Cn1c(SCc2ccccn2)nnc1-c1ccncc1	2.0	-8.4	-3.2	i	-1.5	-16.9	1.9	0.2	-1.9	-3.0
O=C(CCS(=O)(=O)c1ccccc1)N1CCCc2ccccc21	14.1	-5.1	4.4	i	-1.1	3.6	0.9	0.2	5.7	0.0
CC(=O)Nc1ccc(CN2CCN(C3CCCC3)C(CCO)C2)cc1 (stereo unspecified)	2.9	8.7	-1.1	i	-0.3	2.5	-0.4	-1.0	-7.8	-5.6
CSc1cccc(NC(=O)CN(C)S(=O)(=O)c2ccc(C)cc2)c1	2.6	-6.4	-0.3	i	-0.6	-1.4	-2.4	0.3	-0.7	0.2
Cc1ccnc(NS(=O)(=O)c2ccc(NC(=O)C(C)(C)C)cc2)n1	1.7	-7.4	0.9	i	-1.1	-12.8	-2.2	-0.5	-1.5	-4.4
CCCCOc1ccc(-c2c(C(=O)Nc3ccccc3)c(C)[nH]c(=S)c2C#N)cc1	-6.4	-8.0	36.0	i	0.5	18.3	-1.2	0.8	-0.8	23.1
